High-throughput results: PubChem, National Center for Advancing Translational Sciences (NCATS)
FEN1 inh – blocks human flap endonuclease 1 | 390,000 tested, 0.35% active | Recombinant FEN1 flap cleavage, fluorescence, 15 min | Potency, µM (doses to about 114 µM), for inactives: top-dose activity change, negative = inhibition, usual class: inhibitors | P39748; further: nearly all actives have a fitted effect of over 65% in size
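Read-out was taken twice, immediately and after 15 min, following addition of 50 nM substrate to 10 nM FEN1 that had sat with test compound for 15 min at room temperature. Curves came from a four-parameter Hill model.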
KAT2A inh – GCN5L2 (KAT2A) acetyltransferase inhibition; GCN5L2 HAT assay, ThioGlo1 CoA-SH fluorescence; Potency, µM (titrated, usually from 58.9 µM), for inactives: at the highest dose activity change, negative = inhibition, actives largely listed as inhibitors; 390,000 tested, 0.21% active
Target sequence (Q92830 whole entry, looked up): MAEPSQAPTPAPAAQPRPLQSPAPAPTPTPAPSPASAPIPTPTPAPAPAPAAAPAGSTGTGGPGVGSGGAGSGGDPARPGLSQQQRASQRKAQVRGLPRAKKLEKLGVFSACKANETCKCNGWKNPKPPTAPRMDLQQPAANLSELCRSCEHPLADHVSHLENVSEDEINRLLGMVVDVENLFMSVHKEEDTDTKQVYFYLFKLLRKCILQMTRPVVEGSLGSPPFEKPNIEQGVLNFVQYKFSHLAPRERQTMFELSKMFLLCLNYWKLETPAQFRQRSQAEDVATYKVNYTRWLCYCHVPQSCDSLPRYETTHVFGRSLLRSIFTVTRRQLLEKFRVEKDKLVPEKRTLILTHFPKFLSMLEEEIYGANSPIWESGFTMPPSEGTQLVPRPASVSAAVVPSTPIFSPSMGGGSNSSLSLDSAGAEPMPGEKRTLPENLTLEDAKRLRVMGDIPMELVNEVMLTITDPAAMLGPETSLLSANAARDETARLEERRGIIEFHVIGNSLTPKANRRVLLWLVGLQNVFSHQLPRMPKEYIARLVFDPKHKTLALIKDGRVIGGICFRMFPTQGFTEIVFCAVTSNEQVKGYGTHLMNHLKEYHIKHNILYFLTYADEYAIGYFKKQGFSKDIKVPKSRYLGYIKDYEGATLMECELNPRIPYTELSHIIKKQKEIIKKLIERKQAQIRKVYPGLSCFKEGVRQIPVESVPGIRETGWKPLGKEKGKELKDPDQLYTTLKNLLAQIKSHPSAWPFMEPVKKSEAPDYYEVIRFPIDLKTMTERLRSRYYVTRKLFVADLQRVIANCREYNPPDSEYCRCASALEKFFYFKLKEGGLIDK
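Preincubate 20nM GCN5L2 with compound 15 min, RT → add 50uM ThioGlo1 + 75uM H3(1-25) + 70uM acetyl-CoA → read fluorescence 0 and 20 min. Primary qHTS; fluorescent artifacts likely.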
TDP1 cell CPT – growth inhibition of DT40 Tdp1-/-;hTDP1 cells with camptothecin (screen for TDP1 inhibitors); chicken DT40 Tdp1-/-;hTDP1 cells + 20 nM CPT, ATP luminescence, 48 h; Potency, µM (highest dose often 46.2 µM), inactives show top-dose activity change, negative = growth inhibition, hits mostly inhibitors; 420,000 tested, 12% active; AID 686979; further: nearly all actives have a fitted effect of over 55% in size
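Cell growth measured by CellTiter-Glo luminescence after a minimum 48 h, 37 C compound exposure with 20 nM CPT in Tdp1-knockout DT40 cells stably expressing hTDP1, seeded 400/well; qHTS titration format.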
* hit, by the source's call; ? = inconclusive; . = no result given; [ ] = another dose, or the depositor's remark. The call rests on the fitted dose curve; in most records, active means well fitted curve in the direction sought with a large enough effect; inconclusive means small, poorly fitted or top-dose-only effect, or another doubt; inactive means no such curve, though single readings can be large; an effect the other way counts as inactive or inconclusive. On the % scale 0 is the no-effect control and ±100 the full control effect; potency means the concentration at half of the fitted maximal effect.

molecule | FEN1 inh | KAT2A inh | TDP1 cell CPT
CC(NS(=O)(=O)c1cccc(S(=O)(=O)c2ccccc2)c1)C(=O)O (stereo unspecified) | -2% | -2% | ?
COCCN1Cc2cccc(C(=O)Nc3ccc(C)cc3)c2C1=O | -12% | -2% | -28%
O=C(Nc1cc(-c2ccccc2)[nH]n1)c1ccccc1F | -4% | 1% | -27%
COc1cc(C(=O)N2CCCc3ccccc32)cc(OC)c1OC | -1% | -14% | 18µM*
Cc1cc(NC(=O)COC(=O)CCS(=O)(=O)c2ccc(Cl)cc2)no1 | -1% | -4% | -2%
O=C(COC(=O)c1ccccn1)c1cccc(Br)c1 | -1% | -3% | -7%
CC(=O)N(NC(N)=O)C(C)CC(=O)C1C(C)C=CCC1(C)C (stereo unspecified) | -13% | -9% | 23%
c1csc(-c2nnc(COc3ccc4c(c3)OCO4)o2)c1 | -5% | -2% | 12%
O=C1CN(C(=O)COC(=O)/C=C/c2ccc(S(=O)(=O)N3CCOCC3)cc2)c2ccccc2N1 | -6% | 0% | -5%
COc1cccc(/C=C2/CCC(CN(C)C)C2=O)c1 (stereo unspecified) | 1% | . | 2.3µM*
CC1(C)CC2CC(C)(CN2C(=O)CCCN2C(=O)c3ccccc3C2=O)C1 (stereo unspecified) | -2% | -4% | -18%
COc1ccc(NC(=O)C2Cc3ccccc3N2C(=O)c2ccccc2)c(OC)c1 (stereo unspecified) | 0% | 7% | -26%
Cc1c(Cl)c([N+](=O)[O-])nn1CCCC(=O)N1CCN(c2ccccc2)CC1 | 4% | -6% | 15µM*
CCOc1ccc(NC(=S)N(Cc2ccc(N(C)C)cc2)Cc2ccco2)cc1 | -16% | -7% | ?
CC(=NCc1ccco1)c1c(C)[nH]n(-c2nc3ccccc3s2)c1=O | 3% | -3% | -30%
O=C(c1cccs1)N1N=C(c2ccccc2)CC1c1ccc(O)cc1 (stereo unspecified) | -21% | -10% | ?
Cc1ccc(CNc2ncnc3cc(Cl)ccc23)cc1 | 5% | 1% | 26µM*
COc1cccc(N2CCN(CC(=O)NC(C)c3ccccc3)CC2)c1 (stereo unspecified) | -8% | -6% | 13%
COc1ccc(CCNC(=O)c2ccc3c(Cl)c4c(nc3c2)CCCC4)c(OC)c1 | 12% | -10% | 16µM*
CCn1ccc2cc(S(=O)(=O)N3CCC(C(=O)NCc4ccc(OC)cc4)CC3)ccc21 | 16% | -8% | ?
CCc1ccc(-c2cc(C)no2)cc1S(=O)(=O)N1CCN(c2ccc(OC)cc2)CC1 | 20% | -10% | 21µM*
COc1ccc(Cn2cnc([N+](=O)[O-])c2)cc1[N+](=O)[O-] | 3% | -3% | 16%
O=C(NCc1ccncc1)c1nc(-c2cccs2)no1 | 8% | -8% | -2%
CCCCCCCCCCCCC/C=C/[C@@H](O)[C@H](CO)NCCCCCCCC | . | 4% | -1%[4.12 µM]
N#Cc1ccc(CN2CCC3(CC2)CCN(C(=O)c2ccco2)CC3)cc1 | . | -7% | 1%

Given as labelled records: part of the list above
COc1ccc(NC(=O)C2Cc3ccccc3N2C(=O)c2ccccc2)c(OC)c1 (stereo unspecified)
- FEN1 inh: 0%
- KAT2A inh: 7%
- TDP1 cell CPT: -26%

Cc1c(Cl)c([N+](=O)[O-])nn1CCCC(=O)N1CCN(c2ccccc2)CC1
- FEN1 inh: 4%
- KAT2A inh: -6%
- TDP1 cell CPT: 15µM*

CCOc1ccc(NC(=S)N(Cc2ccc(N(C)C)cc2)Cc2ccco2)cc1
- FEN1 inh: -16%
- KAT2A inh: -7%
- TDP1 cell CPT: ?

CC(=NCc1ccco1)c1c(C)[nH]n(-c2nc3ccccc3s2)c1=O
- FEN1 inh: 3%
- KAT2A inh: -3%
- TDP1 cell CPT: -30%

Nothing new here: three of the compounds above.
molecule | FEN1 inh | KAT2A inh | TDP1 cell CPT
CC(NS(=O)(=O)c1cccc(S(=O)(=O)c2ccccc2)c1)C(=O)O (stereo unspecified) | -2% | -2% | ?
COCCN1Cc2cccc(C(=O)Nc3ccc(C)cc3)c2C1=O | -12% | -2% | -28%
O=C(Nc1cc(-c2ccccc2)[nH]n1)c1ccccc1F | -4% | 1% | -27%

Entries of single compounds, quoted from the list.
`COc1ccc(Cn2cnc([N+](=O)[O-])c2)cc1[N+](=O)[O-]` is listed with FEN1 inh: 3%; KAT2A inh: -3%; TDP1 cell CPT: 16%
`O=C(Nc1cc(-c2ccccc2)[nH]n1)c1ccccc1F` is listed with FEN1 inh: -4%; KAT2A inh: 1%; TDP1 cell CPT: -27%
`Cc1ccc(CNc2ncnc3cc(Cl)ccc23)cc1` is listed with FEN1 inh: 5%; KAT2A inh: 1%; TDP1 cell CPT: 26µM*

(further entries)
molecule | FEN1 inh | KAT2A inh | TDP1 cell CPT
COc1ccc(NC(=O)C(=O)NCCC2CCCCN2S(=O)(=O)c2ccccc2)cc1 (stereo unspecified) | -9% | -5% | 4.1µM*
Cc1c(Cl)cccc1NC(=O)N1CCCC1 | -8% | -9% | 20%
CC1CCCCC1NC(=O)CCn1c(=O)oc2ccccc21 (stereo unspecified) | 8% | -2% | 13%
O=c1[nH]c(CSc2nnc(Nc3ccccc3)s2)nc2ccccc12 | 16% | -2% | -24%
O=C(O)c1cc2ccccc2n1-c1ccccc1 | -4% | -13% | -17%
O=C(CN(Cc1ccco1)S(=O)(=O)c1ccccc1)N/N=C/c1ccccc1C(=O)O | -12% | -3% | -1%
S=c1[nH]nc(CSCc2ccccc2Cl)n1C1CCCCC1 | -15% | -4% | ?
COc1ccc(Cn2c(=O)c3ccccc3n3c(-c4ccc(C)cc4)nnc23)cc1 | -3% | -3% | ?
COc1ccc(/C=C/C(=O)NCCCn2ccnc2)cc1 | 19% | 3% | -28%
CCOC(=O)C1=CN(Cc2cccc(I)c2)S(=O)(=O)N(C)C1C (stereo unspecified) | -16% | -12% | ?
CS(=O)(=O)N(CC(=O)NCc1ccc2c(c1)OCO2)Cc1ccccc1 | 4% | -9% | 29µM*
Nc1ccc2ccccc2c1[N+](=O)[O-] | 3% | . | 7%
Cc1ccc(S(=O)(=O)N2CCN(C(=O)C3CSC4(C)CCC(=O)N34)CC2)cc1C (stereo unspecified) | 1% | -3% | -19%
Cc1cccc(C)c1Nc1nnc(SCc2nc3ccccc3c(=O)[nH]2)s1 | 7% | -2% | ?
CCCn1c(N)c(C(=O)CSc2nnc(C3CC3)n2-c2ccccc2)c(=O)[nH]c1=O | 23% | -3% | -6%
COc1ccc(C(=O)c2c3ccc([N+](=O)[O-])cc3[n+]([O-])n2CCCC(N)=O)cc1 | 1% | -7% | 9.2µM*
COc1ccc(-c2cc(C(F)(F)F)c3c(=O)n(-c4ccccc4)[nH]c3n2)cc1 | -2% | -2% | ?
O=S(=O)(Nc1ccc(F)cc1)c1cccc2nsnc12 | 3% | 0% | -11%
Cc1ccc(S(=O)(=O)N2CCCCC2)cc1NC(=O)c1cc(=O)[nH]c2ccccc12 | -24% | -4% | 3%
CC1C(=O)NN=C1C(=O)N/N=C/c1ccco1 (stereo unspecified) | -6% | -4% | ?
Cc1ccccc1CC(=O)NCCN1CCCCC1 | -1% | -2% | 21%
COc1ccc(-c2cc(CNC(=O)CN(C)Cc3ccccc3)on2)cc1 | -1% | -4% | -23%
O=[N+]([O-])c1ccc(CN2CCCCCC2)s1 | ? | 7% | -17%
COc1ccc(N2CCN(C(=O)Cn3ncc4c3-c3cc(C)ccc3OC4)CC2)cc1 | -2% | -2% | -20%
COc1cccc(CNc2nc3ccc(C)cc3n3cnnc23)c1 | 10% | -17% | -13%

Some of the entries so far, with values under each structure:
The line under a structure holds: FEN1 inh, KAT2A inh, TDP1 cell CPT
> O=c1[nH]c(CSc2nnc(Nc3ccccc3)s2)nc2ccccc12
    16%, -2%, -24%
> Cc1ccc(S(=O)(=O)N2CCCCC2)cc1NC(=O)c1cc(=O)[nH]c2ccccc12
    -24%, -4%, 3%

Next section
molecule | FEN1 inh | KAT2A inh | TDP1 cell CPT
O=C(Nc1nc2ccc(Cl)cc2s1)c1cccc(N2C(=O)CCC2=O)c1 | 1% | -11% | -4%
Cc1ccc(S(=O)(=O)N2CCCC2C(=O)OCC(=O)Nc2ccc3c(c2)OCO3)cc1 (stereo unspecified) | 4% | -6% | -2%
CCCCn1c(COc2cccc(OC)c2)nc2ccccc21 | 4% | -11% | ?
CC(C)OCCCN1CN(S(=O)(=O)c2ccc(Cl)cc2)c2nc3ccccc3nc21 | -11% | -2% | -26%
CC1(c2nnc(-c3ccccc3)o2)CC(c2cccc(Cl)c2)=NO1 (stereo unspecified) | -20% | -1% | -14%
Cc1ccc(NC(=O)CCCc2nnc3n(C)c(=O)c4sccc4n23)cc1C | 1% | 5% | ?
O=C(CN1CCOCC1)Nc1ccc([N+](=O)[O-])cc1Br | -3% | 0% | ?
CCc1nc2c(sc3nc4c(cc32)COC(C)(C)C4)c(=O)n1Cc1ccco1 | 0% | -29% | 23µM*
O=C(NCc1ccc(F)cc1)C1CCC(CNc2c(N3CCOCC3)c(=O)c2=O)CC1 (stereo unspecified) | -3% | -5% | 12%
c1ccc(-c2nnc(CSc3ccc4c(c3)OCCO4)o2)cc1 | -16% | 0% | -19%
O=C(O)c1ccc[n+](Cc2ccc([N+](=O)[O-])cc2)c1 | -14% | . | -2%
CCC/C(O)=C1\C(=O)CC(c2ccccc2)CC1=NCCc1c(C)[nH]c2ccccc12 (stereo unspecified) | 9% | -14% | ?
CCCCNCC#CCOc1cc(C)ccc1C(C)C | -16% | -5% | ?
COc1ccccc1C(CNC(=O)CN(C)S(=O)(=O)c1ccc(C)cc1)N1CCCC1 (stereo unspecified) | -5% | 1% | 3%
COc1ccc(C(=O)Nc2cc(C(=O)c3ccccc3)c(C)oc2=O)cc1 | -5% | -4% | 13µM*
COc1ccc(CNC(=O)C(=O)NCC(c2cccs2)S(=O)(=O)c2ccc(C)cc2)cc1 (stereo unspecified) | -1% | -1% | 0%
COC(=O)C1CCN(C(=O)c2ccc(NC(C)=O)cc2)CC1 | -3% | -1% | 12%
O=C1CCC(C(=O)N2CCCCCC2)CN1CCc1ccc(Cl)cc1 (stereo unspecified) | -3% | -2% | -26%
CC1=C(C(=O)Nc2cccc(C(=O)NC(C)C)c2)SCCO1 | 18% | -9% | 2%
CC1(C)CC(=O)C2=C(C1)N(Cc1ccco1)C(=O)NC2(C(F)(F)F)C(F)(F)F | 3% | -21%[0.501 µM] | -10%
Oc1ccc(/C=N/N(Cc2ccccc2)c2ccccc2)c(O)c1O | -27% | ? | 26µM*
Cc1cccc(C(=O)NCC(=O)N2CCN(S(=O)(=O)c3cc(C)ccc3C)CC2)c1 | -3% | -4% | ?
CC(=Nc1ccc(C)cc1C)c1sc2ccccc2c1O | 1% | -12% | ?
O=C(OCC(=O)N1CCc2ccccc21)c1ccc([N+](=O)[O-])o1 | ? | -5% | -10%
COc1ccc(CN(Cc2ccco2)c2cnc(S(C)(=O)=O)nc2C(=O)Nc2ccc(C)cc2C)cc1 | 0% | -15% | ?
CCSc1nsc(NC(=O)Nc2ccccc2OC)n1 | 0% | -1% | -1%
CC(=O)Nc1ccc(S(=O)(=O)N[C@@H](C)C(=O)OCC(=O)c2ccc[nH]2)cc1 | 5% | -2% | 9%
CCc1nnc(NC(=O)CSc2nnc(-c3cccnc3)n2CC)s1 | 0% | -5% | 1%
CN(C)CCNC(=O)/C(=N\O)c1ccccn1 | -15% | 4% | -5%
COc1ccc(-n2nc3c(c2NC(=O)CBr)CSC3)cc1 | 16% | -3% | 2%
c1ccc(OCCCN2CCCC2)cc1 | -12% | -13% | -4%
CSCCC(N=C1NS(=O)(=O)c2ccccc21)C(=O)NCCc1ccccc1 (stereo unspecified) | -1% | 1% | 4%
OCC1(CCCc2ccccc2)CCN(C2CCSCC2)CC1 | 0% | -2% | -17%
Cc1cc(C(=O)Nc2nc3c(C)cccc3s2)c(C)o1 | -2% | -2% | -26%
Oc1ccc(-c2nc3c4c(ncn3n2)-c2ccccc2CC42CCCC2)cc1 | -10% | -1% | 15µM*
O=C(Nc1ccc(Cl)c(S(=O)(=O)N2CCOCC2)c1)c1cc(-c2ccccn2)nc2ccccc12 | -22% | -13% | ?
COc1ccc(Cc2noc(CN(C)Cc3cccc(-n4cccn4)c3)n2)cc1OC | 8% | -14% | ?
O=C(Nc1ccc2c3c(cccc13)CC2)c1cccc([N+](=O)[O-])c1 | 1% | -2% | -22%
O=[N+]([O-])c1cccc(-c2ccc(/C=N/NC(=S)NCc3ccco3)o2)c1 | -8% | -5% | 23µM*
CC1(C)CC(=O)C(Sc2ccccc2C(=O)O)=C(O)C1 | -1% | -2% | -1%

This is a subset, so the mix of outcomes need not match the whole.
